E-sel TNF inh = TNF alpha driven E-selectin expression inhibition. HUVEC TNFa-induced E-selectin immunofluorescence, high content. inhibition, % at 2 µM. 120,000 compounds, 0.71% hits. AID 1246;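 active = inhibition above the batch mean plus 3 SD, and confirmed as a hit on visual image review, cut at about 43% in these data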;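 note: 0% = TNF-stimulated DMSO wells and 100% = unstimulated control wells; not every result past the cut was called active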
* = called active by the depositor.

SMILES	E-sel TNF inh
Cc1ccccc1C(=O)N1CCN(c2ccc(NC(=O)c3ccccc3[N+](=O)[O-])cc2)CC1	-19.4
Clc1cccc(Cc2ccc(Cl)nn2)c1	-5.8
CSc1cccc(CN2CCCC(CO)(Cc3cccc(Cl)c3)C2)c1 (centres undefined)	-11.2
Cc1ccc(C(c2c(C)n(C)n(-c3ccccc3)c2=O)c2c(C)n(C)n(-c3ccccc3)c2=O)s1	-12.1
CC(Nc1cccc(F)c1)C(=O)Nc1ccc(S(N)(=O)=O)cc1 (centres undefined)	-26.4
CC1CCCCN1C(=O)CCc1nnc(Cc2c[nH]c3ccccc23)o1 (centres undefined)	-9.8
CC1CCN(CCCOc2ccc(Cl)cc2Br)CC1	-4.2
CCCCNCc1nc2ccccc2c(=O)[nH]1	-20.4
O=C(O)c1cc(S(=O)(=O)N2CCOCC2)ccc1N1CCCCC1	5.8
COC(=O)c1ccccc1NC(=O)COC(=O)CSc1nnc(N)s1	-2.9
CCCN1CCN(C(=O)Cn2cnc3ccc(S(=O)(=O)N4CCC(C)CC4)cc3c2=O)CC1	13.7
Cc1csc(Nc2ccccc2)[n+]1C	-30.4
Cc1ccc(NS(=O)(=O)c2ccc3c(c2)NC(=O)CC(=O)N3)cc1C	-21.5
COCCCNC(=S)NNC(=O)C1CC1c1ccc(C(C)(C)C)cc1 (centres undefined)	39.4
CCC(=O)Nc1ccc(Oc2ccc(NC(=O)CC)c(NC(=O)CC)c2)cc1	0.4
Cc1nn(C)c(Cl)c1CN1CCC(CO)(CC2CCCCO2)CC1 (centres undefined)	-34.0
CC(C)N1CCC(N2CCN(C3CCCC3)CC2CCO)CC1 (centres undefined)	-9.6
Cc1ccccc1CC1(CO)CCCN(C(=O)c2cc(-c3ccccc3)no2)C1 (centres undefined)	-7.9
Cc1ccc(N/C(=N/S(=O)(=O)c2cccs2)c2ccccc2)c(C)c1	-18.1
Cc1[nH]c2ccc(-c3n[nH]c(=S)n3-c3ccc(Br)cc3)cc2c1C	-34.3

Some of these compounds in order of the E-sel TNF inh value, largest number first.
SMILES	E-sel TNF inh
COCCCNC(=S)NNC(=O)C1CC1c1ccc(C(C)(C)C)cc1 (centres undefined)	39.4
CCCN1CCN(C(=O)Cn2cnc3ccc(S(=O)(=O)N4CCC(C)CC4)cc3c2=O)CC1	13.7
Cc1ccccc1CC1(CO)CCCN(C(=O)c2cc(-c3ccccc3)no2)C1 (centres undefined)	-7.9
Cc1ccc(NS(=O)(=O)c2ccc3c(c2)NC(=O)CC(=O)N3)cc1C	-21.5
Cc1csc(Nc2ccccc2)[n+]1C	-30.4
Cc1[nH]c2ccc(-c3n[nH]c(=S)n3-c3ccc(Br)cc3)cc2c1C	-34.3

(more compounds)
SMILES	E-sel TNF inh
CC1=NN(c2nc3ccccc3[nH]2)C(=O)/C1=C/N(C)C	-14.2
Cc1ccc(NC(=O)c2ccccc2Br)cc1S(=O)(=O)N(C)C	21.9
Cc1cccc(C(=O)Nc2ccnc(-c3cccnc3)n2)c1	-45.5
Cc1ccc(CN2CCN(CC(C)C)C(CCO)C2)s1 (centres undefined)	-23.4
COc1ccc2nc3ccccc3nc2c1	5.8
CCn1nc(C)c(CN2CCCC(C(=O)c3cccc(OC(C)C)c3)C2)c1C (centres undefined)	-0.5
CCOc1ccc(CN2CCN(Cc3cnn(CC)c3C)CC2CCO)cc1 (centres undefined)	-26.4
CCn1ccnc1CN(C)C(=O)c1cc(COc2c(F)cccc2F)on1	-31.0
CCCCn1c(N)c(NCc2ccccc2)c(=O)[nH]c1=O	-25.6
Cc1ccc(NS(=O)(=O)c2ccc(C(=O)NCC3CCCO3)cc2)cc1 (centres undefined)	27.8
Cc1cccc(S(=O)(=O)NCCc2cn3ccccc3n2)c1	25.2
Oc1ccc(-c2csc(Nc3ncccn3)n2)cc1	0.1
O=C(/C=C/c1ccco1)Nc1ccccc1N1CCCCC1	-18.8
CCOc1ccc(-n2c(N)c(C(=O)N3CCN(C)CC3)sc2=S)cc1	-33.1
CCOC(=O)C1(Cc2ccccc2C(F)(F)F)CCN(C(C)CCn2cccn2)CC1 (centres undefined)	-8.9
O=C(O)C1CSC(c2ccc(O)c([N+](=O)[O-])c2)N1 (centres undefined)	2.3
COc1cc2c(cc1OC)C(C(=O)N(C)Cc1ccccc1)C(c1cccnc1)N(C)C2=O (centres undefined)	8.6
Cc1nnc(SCC(=O)NC23CC4CC(CC(C4)C2)C3)n(N)c1=O	-25.9
COCCNc1nc(C)c(C(C)=O)s1	9.9
CC1CCCCC12NC(=O)N(CC(=O)Nc1ccccc1N1CCOCC1)C2=O (centres undefined)	1.6
O=C(COc1ccccc1)Nc1ccc(S(=O)(=O)Nc2ncccn2)cc1	-24.7
COc1ccc(CN2CCN(CC=C(C)C)C(CCO)C2)cc1Cn1cccn1 (centres undefined)	-5.5
CCCC1CCC(c2ccc(/C(N)=N/O)cc2)CC1 (centres undefined)	-28.3
Cc1cc(NC(=O)CS(=O)(=O)Cc2ccccc2)no1	-6.5
CCCn1c(=O)c(C(=O)NCc2ccco2)c(O)c2ccccc21	-28.3
NC(=O)C1CCN(C(=O)c2ccc3c(=O)n(Cc4ccco4)c(SCC(=O)c4ccc(F)cc4)nc3c2)CC1	6.3
OCCNCCNCc1ccc(-c2ccccc2)cc1	41.1
CCOC(=O)CNC(=S)N(Cc1ccccc1)Cc1cccs1	1.7
COC(=O)C(C(=O)OC)c1ncc(C(F)(F)F)cc1Cl	-3.8
CC(=O)Nc1ccc(OCC(=O)NCCc2ccccc2)cc1	-3.1
Cn1cc(CCC(=O)N2CCCC(C(=O)c3cccc4ccccc34)C2)cn1 (centres undefined)	-21.4
CCOc1ncccc1C(=O)N=C1SCCN1C(=O)c1cccnc1OCC	-15.7
Cc1noc(C)c1COC(=O)/C=C/c1ccccc1Cl	0.7
CCOC(=O)c1sc(NC(=O)/C=C/c2ccc(F)cc2)nc1C	-45.7
CCCCCCNC(=O)CCNS(=O)(=O)c1ccc(C)cc1	1.4
CCc1nnc2cccc(Cl)n12	27.1
Cn1c(=O)n(C)c2cc([N+](=O)[O-])c(N3CCN(C(=O)c4cccc(F)c4)CC3)cc21	-4.8
CCCN1C(=O)/C(=c2\sc3nc(=O)c(Cc4ccc(C)cc4)nn3c2=O)c2ccccc21	-7.5
Cc1ccc(C(OCC(O)CN2CCCCC2CO)c2ccccc2)cc1 (centres undefined)	12.6
Cc1ccc(NC(=S)NNC(=S)Nc2ccc(C)cc2C)cc1	-11.8
Cc1cc(N2CCOCC2)nc2ccc(NC(=S)N3CCCCC3C)cc12 (centres undefined)	3.6
COc1cc(CN2CCCC(C(=O)c3ccccc3SC)C2)cc(OC)c1 (centres undefined)	-8.7
CCCn1ncc(CN2CCC(CO)(CC3CCCCO3)CC2)c1C (centres undefined)	-8.8
COc1cc(C(=O)Nc2ccc3c(c2)CCN3C(C)=O)cc(OC)c1OC	-60.2
CN(CCc1ccccn1)C(=S)Nc1ccc(Cl)cc1Cl	-5.8
COc1ccc(N2CCN(C(CNC(=O)C(=O)NCCCn3ccnc3)c3cccnc3)CC2)cc1 (centres undefined)	-13.9
CC(C)(O)C#Cc1ccc(C(=O)NCCc2ccc(S(N)(=O)=O)cc2)cc1	33.6
O=C(c1ccc(Cl)cc1[N+](=O)[O-])N1CCN(c2ccccn2)CC1	-0.6
Cc1ccc(C(=O)CSc2nc3ccccc3c(=O)[nH]2)cc1C	9.1
COc1ccc(/C=C/C(=O)ONC2=NCCCCC2)cc1OC	-2.7

Looked up by compound from the list above, two records:
SMILES	E-sel TNF inh
Cc1cc(N2CCOCC2)nc2ccc(NC(=S)N3CCCCC3C)cc12 (centres undefined)	3.6
CN(CCc1ccccn1)C(=S)Nc1ccc(Cl)cc1Cl	-5.8

Next part
SMILES	E-sel TNF inh
CNC(=O)c1cc2ncc(C(F)(F)F)cc2s1	44.7
CCc1nnc(NS(=O)(=O)c2ccc(Nc3ccc([N+](=O)[O-])c4nonc34)cc2)s1	-19.7
Cc1cccc(NS(=O)(=O)c2ccc3c(c2)NC(=O)CC(=O)N3)c1	-6.9
O=C1N(Cc2cccc(Cl)c2)C[C@@H]2C[C@@H](c3cccc4ncccc34)N3CCC[C@@]123	-2.3
CN(C)c1nc(C=C(C#N)C#N)c(Cl)n1-c1ccc(F)cc1	87.2*
Nc1c(N2CCCCC2)c2ccccc2oc1=O	-7.1
COC(=O)c1c(C)nc(C)c(C(=O)OC)c1-c1ccc(OC)c(OC)c1	-9.3
CCCCCCCC[n+]1cccc2c3ccccc3ccc21	-5.9
CCc1cc(C(=O)OC)c(NC(=O)CC2SC(N)=NC2=O)s1 (centres undefined)	-19.1
CS(=O)(=O)c1ccc(C(=O)N2CCc3ccccc3C2)cc1	-18.4
COc1ccccc1C(=O)NNC(=O)c1sccc1-n1cccc1	3.4
COc1ccc(C2CC(c3cccs3)Nc3nnnn32)cc1 (centres undefined)	6.9
COc1ccc(-c2nnn(CC(=O)N(CCCN3CCOCC3)C(C(=O)NC3CCCC3)c3ccc(C)o3)n2)cc1 (centres undefined)	-21.4
Cc1cccc(/C=C/c2nc3ccccc3c(=O)[nH]2)c1	19.9
O=C(COC(=O)[C@@H]1CCCN1S(=O)(=O)c1ccccc1F)c1ccccc1	9.2
O=C(COc1ccccc1[N+](=O)[O-])OC1CCS(=O)(=O)C1 (centres undefined)	-25.2
O=C(O)CC(NC(=O)c1ccc2c(c1)OCO2)c1cccc([N+](=O)[O-])c1 (centres undefined)	27.9
Cc1cccc(/C=N/NC(=O)c2cccc([N+](=O)[O-])c2)n1	6.3
CCN(CC)S(=O)(=O)c1ccc(N2CCOCC2)c(NC(=O)c2ccccc2F)c1	23.5
CN(C)/C=N/c1nccc(-c2cccs2)n1	-3.4
O=C(O)CN1C(=O)C2C3CC(C2C1=O)C1C(c2ccc(Cl)cc2)c2sc(=O)[nH]c2SC31 (centres undefined)	-27.4
Cc1cc(NC(=O)C2CCCN2C(=O)Nc2cccc(Cl)c2)ccc1-n1cnnn1 (centres undefined)	-26.2
COc1ccc(OC)c(Cc2nnc(CCC(=O)N3CCC(N4CCCCC4)CC3)o2)c1	7.5
O=C(CN=C1NS(=O)(=O)c2ccccc21)OCC(=O)c1cc(F)ccc1F	-5.9
COCCn1c(SCC(=O)Nc2sccc2C(N)=O)nnc1-c1ccncc1	-4.2
COc1ccc(C(=O)NCC(=O)OCC(=O)NC2CCCC2)cc1	4.0
CC(Cl)C(=O)c1c[nH]c2ccccc12 (centres undefined)	-3.1
Cn1c(SCC(=O)N2CCCC2)nc2cccnc21	-2.3
Cc1ccc(S(=O)(=O)N(C)CCCC(=O)Nc2ccc(F)cc2)cc1	-30.1
CCc1ccccc1NC1=NCC(=O)N1C1CCCC1	-32.3
CCSc1nnc2ccc(-c3cccs3)nn12	35.8
CC1Cc2ccccc2N1CC(=O)Nc1ccc(N2CCOCC2)cc1 (centres undefined)	-0.4
OC(CNCCC(c1ccccc1)c1ccccc1)COc1ccccc1 (centres undefined)	-9.8
Cc1noc(C)c1C(=O)N1CCCC(C(=O)c2ccc(Cl)cc2)C1 (centres undefined)	-32.1
O=[N+]([O-])c1cccc(-c2cn3ccccc3n2)c1	2.2
CCOc1ccc(C=Nc2cccc3ncccc23)cc1	-32.6
CCOC(=O)c1oc2ccccc2c1NC(=O)C(C)(C)C	-40.9
Cn1c(=O)c2c(nc(Sc3ncnn3CC(=O)NC(C)(C)C)n2C)n(C)c1=O	-14.0
CC1(C)CC(=O)C(C(=O)/C=C/c2ccco2)C(=O)C1	13.7
COc1ccccc1NCC(=O)NNC(C)C(=O)Nc1cccc(Cl)c1 (centres undefined)	27.8
COc1ccc(CC2(CO)CCN(S(=O)(=O)N(C)C)CC2)cc1	-24.8
O=C(CSc1nc2ccccc2c(=O)n1-c1ccccc1)N1CCC1	21.0
CCOC(=O)C1(Cc2ccc(Cl)cc2)CCN(C(=O)C2=NNC(=O)CC2)CC1	8.0
O=C(CCSCCc1ccccn1)Nc1ccc(Cc2ccncc2)cc1	-10.1
COc1ccc(NC(=O)C/C(C)=N/NC(=O)C(=O)NC2CCCCC2)c(OC)c1	-13.8
Cn1cc(C(=O)N/N=C/c2cccc(O)c2)ccc1=O	-16.7
N#CC1CN(C(c2ccccc2)c2ccccc2)C1	3.3
CSc1nc(N(C)C)nc(N(C#N)CCOC(C)=O)n1	16.2
COc1ccccc1NC1=C(NC(C)=O)C(=O)c2ccccc2C1=O	-0.1
CCOc1ccc(Oc2cc(N)cc([N+](=O)[O-])c2)cc1	-18.9

Overlap with the part before: 5 compounds, then new ones.
SMILES	E-sel TNF inh
Cn1cc(C(=O)N/N=C/c2cccc(O)c2)ccc1=O	-16.7
N#CC1CN(C(c2ccccc2)c2ccccc2)C1	3.3
CSc1nc(N(C)C)nc(N(C#N)CCOC(C)=O)n1	16.2
COc1ccccc1NC1=C(NC(C)=O)C(=O)c2ccccc2C1=O	-0.1
CCOc1ccc(Oc2cc(N)cc([N+](=O)[O-])c2)cc1	-18.9
Cc1ccc(Cl)cc1N1CCN(Cc2cc(=O)n3ccsc3n2)CC1	28.4
CCOC(=O)C1CCN(C(=O)COc2ccc(Br)cc2Br)CC1	-11.1
COC(=O)c1sccc1NC(=S)Nc1ccc(F)cc1F	-24.4
COc1ccc(N(C)S(=O)(=O)c2cccc(C(=O)Nc3nnc(C4CC4)s3)c2)cc1	-9.3
COc1ccc(NS(=O)(=O)c2cc(NC(=O)C3CCCCC3)ccc2N2CCOCC2)cc1	-6.5
COC(=O)C1C(c2ccc(Br)cc2)Nc2nnc(C(F)(F)F)n2C1(C)O (centres undefined)	8.3
O=C(/C=C/c1ccc(OCCCF)cc1)Nc1ccnc(-c2ccncc2)n1	-2.0
CNC(=S)Nc1cc(OC)c(NC(=O)c2ccco2)cc1OC	-16.8
Cc1nc(NC(=O)COC(=O)C2=NNC(=O)CC2)c(Cl)cc1Cl	2.3
O=C(COC(=O)CNC(=O)C1CCCCC1)Nc1ccc(Cl)cc1F	-29.6
COc1cccc(CNC(=O)CCNS(=O)(=O)c2cccc3nsnc23)c1	-7.9
O=S(=O)(Nc1ccccc1N1CCCCC1)c1ccc(F)cc1F	6.7
COc1ccc(N2CC(C(=O)OCC(=O)c3ccc(C)cc3)CC2=O)cc1 (centres undefined)	5.0
Cc1cc(OC(=O)c2ccc(S(=O)(=O)N(C)C)cc2)c([N+](=O)[O-])c(=O)[nH]1	-32.4

Assay outcomes deposited in PubChem by Columbia University Molecular Screening Center.

The list is partial; the hit share may differ from the screen's.
